# APE1 inh = inhibitors of human APE1 endonuclease; P27695; Potency, µM (series often up to 65.8 µM), without a hit: at the highest dose activity change, negative = inhibition, hits mostly inhibitors; 0.35% of 350,000 active; recombinant APE1, TAMRA/BHQ-2 abasic DNA cleavage fluorescence; AID 2517;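 also: plate controls were vehicle for no effect and reference inhibitor for full effect; nearly all actives have a fitted effect of over 55% in size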
# Target sequence (P27695 whole entry, looked up): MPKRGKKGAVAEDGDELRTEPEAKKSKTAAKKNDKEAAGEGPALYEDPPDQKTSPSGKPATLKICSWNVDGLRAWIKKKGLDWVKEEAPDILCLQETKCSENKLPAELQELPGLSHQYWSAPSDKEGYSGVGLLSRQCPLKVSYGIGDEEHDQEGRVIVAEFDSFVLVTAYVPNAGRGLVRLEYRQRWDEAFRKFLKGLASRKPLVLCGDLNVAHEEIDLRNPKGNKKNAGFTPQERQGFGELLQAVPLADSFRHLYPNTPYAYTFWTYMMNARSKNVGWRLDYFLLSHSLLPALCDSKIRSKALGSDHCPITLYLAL
#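 APE1 at 0.75 nM final was preincubated with compound 15 min at room temperature, then 50 nM double-stranded THF abasic-site substrate (5'-TAMRA/3'-BHQ-2) was added. Fluorescence (ex 525/em 598 nm) was read kinetically; third-minus-first read gave activity.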
# Pol kappa inh = blocks human DNA polymerase kappa activity. Q9UBT6. purified Pol kappa, fluorescent DNA synthesis assay, 10 min. Potency, µM (highest dose often 107 µM), inactives show top-dose activity, negative = inhibition, actives largely listed as inhibitors. 0.53% of 400,000 active. AID 588579; also: % is scaled to controls: 0 for no effect and ±100 for the full control effect
#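 Pol kappa 10 nM + cpd, 15 min RT; start w/ substrate 50 nM final; fluorescence kinetic read, 0 and 10 min. Neg ctrl: buffer, no enzyme.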
# G9a block = G9a (human) methyltransferase inhibition. Q96KQ7. G9a H3K9 monomethylation, AlphaScreen, 2 h. Potency, µM (top dose mostly 102 µM), for inactives: at the highest dose activity, negative = inhibition, actives largely listed as inhibitors. 8.8% of 350,000 active; also: % is scaled to controls: 0 for no effect and ±100 for the full control effect; nearly all actives have a fitted effect of over 75% in size
#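 Chemiluminescent proximity detection of H3K9 monomethylation, read after 10 min bead incubation in the dark. Reaction: 20 nM G9a, 500 nM biotin-H3K9 peptide, 20 uM SAM cofactor, 2 h, room temperature, following 15 min enzyme-compound preincubation.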
# JMJD2A Tudor = blocks the human JMJD2A Tudor domain; 4.4% of 390,000 active; Potency, µM (series often up to 114 µM), for the others: at the top dose activity change, negative = inhibition, hits mostly inhibitors; O75164; AlphaScreen JMJD2A-Tudor / H3K4me3 peptide binding; AID 504339; also: % is scaled to controls: 0 for no effect and ±100 for the full control effect; nearly all actives have a fitted effect of over 50% in size
# BLM helicase inh = Bloom syndrome helicase (human) inhibition; AID 2528; 0.2% of 350,000 active; Potency, µM (highest dose often 56.1 µM), for the others: at the highest dose activity change, negative = inhibition, hits mostly inhibitors; P54132; recombinant BLM DNA unwinding, fluorescence dequenching;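 also: plate controls were vehicle for no effect and no enzyme for full effect; nearly all actives have a fitted effect of over 35% in size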
# Pol beta inh = blocks human DNA polymerase beta activity. 1.3% of 340,000 active. Pol beta primer extension/strand displacement, fluorescence kinetic. AID 485314. Potency, µM (series often up to 114 µM), inactives show top-dose activity change, negative = inhibition, actives largely listed as inhibitors; also: % is scaled to controls: 0 for no effect and ±100 for the full control effect
#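 Reaction started by 50 nM substrate onto compound-treated Pol beta (10 nM, 15 min preincubation, room temperature); plates read at 0 min and 10 min. Normalized concentration-effect data fitted by four-parameter Hill equation.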
# POLH inh = blocks human DNA polymerase eta activity | 1.2% of 390,000 active | Potency, µM (highest dose often 114 µM), for inactives: at the top dose activity change, negative = inhibition, hits mostly inhibitors | recombinant Pol eta, fluorescent DNA replication assay | Q9Y253; also: % is scaled to controls: 0 for no effect and ±100 for the full control effect
# Target sequence (Q9Y253 whole entry, looked up): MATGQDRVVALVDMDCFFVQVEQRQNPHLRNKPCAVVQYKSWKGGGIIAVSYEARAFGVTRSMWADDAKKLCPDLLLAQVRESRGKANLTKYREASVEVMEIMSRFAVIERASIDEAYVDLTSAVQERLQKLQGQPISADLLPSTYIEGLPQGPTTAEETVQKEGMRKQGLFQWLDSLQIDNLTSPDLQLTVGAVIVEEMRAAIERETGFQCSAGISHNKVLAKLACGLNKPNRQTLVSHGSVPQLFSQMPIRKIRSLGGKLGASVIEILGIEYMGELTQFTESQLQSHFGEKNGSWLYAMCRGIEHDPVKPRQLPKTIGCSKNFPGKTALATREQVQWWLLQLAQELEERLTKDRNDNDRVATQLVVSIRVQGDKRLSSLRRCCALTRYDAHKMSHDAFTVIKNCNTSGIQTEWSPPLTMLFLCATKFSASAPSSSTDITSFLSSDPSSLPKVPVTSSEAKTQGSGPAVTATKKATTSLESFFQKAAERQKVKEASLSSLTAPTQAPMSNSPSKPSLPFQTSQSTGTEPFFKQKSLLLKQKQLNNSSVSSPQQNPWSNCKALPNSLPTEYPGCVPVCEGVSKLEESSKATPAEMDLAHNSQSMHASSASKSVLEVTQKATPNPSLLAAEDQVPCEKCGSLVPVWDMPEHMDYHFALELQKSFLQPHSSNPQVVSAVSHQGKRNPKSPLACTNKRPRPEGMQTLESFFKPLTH
#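 Pol eta (10 nM) was preincubated with compounds for 15 min at room temperature, after which fluorescent replication substrate (50 nM final) was added to start the reaction. Fluorescence was read kinetically at 0 and 10 min.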
# POLI inh = blocks human DNA polymerase iota activity; Pol iota fluorescent replication assay, 10 min; AID 588590; Potency, µM (top dose mostly 115 µM), without a hit: at the highest dose activity, negative = inhibition, actives largely listed as inhibitors; Q9UNA4; 1% of 390,000 active
#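 Pol iota at 10 nM preincubated 15 min with compounds at room temperature; reaction started with fluorescent substrate, 50 nM final. Fluorescence read kinetically at 0 and 10 min; buffer-only wells as negative control.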
# BAZ2B block = inhibitors of human BAZ2B bromodomain; Q9UIF8; AlphaScreen BAZ2B-H3K14Ac peptide displacement; Potency, µM (series often up to 114 µM), without a hit: at the highest dose activity change, negative = inhibition, actives largely listed as inhibitors; 4.4% of 360,000 active; AID 504333; also: % is scaled to controls: 0 for no effect and ±100 for the full control effect; nearly all actives have a fitted effect of over 60% in size
#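 AlphaScreen luminescence quantifies BAZ2B engagement of H3K14Ac peptide; the protein and biotinylated peptide are both at 50 nM final, buffer PBS pH 7.4 with 0.01% Tween-20, all steps at room temperature.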
# Active calls of the source: *; ? = inconclusive; . = no result given; [ ] = dose if it differs, or a comment. Calls follow the shape of the dose curve; as a rule, active = well fitted curve in the direction sought with a large enough effect; inconclusive = small, poorly fitted or top-dose-only effect, or another doubt; inactive = no such curve, though single readings can be large; an effect the other way counts as inactive or inconclusive. Potency is read from the fitted curve at half-maximal effect. These rows are one share of the data. The share of hits here may be higher or lower than overall.
SMILES,APE1 inh,Pol kappa inh,G9a block,JMJD2A Tudor,BLM helicase inh,Pol beta inh,POLH inh,POLI inh,BAZ2B block
CCOC(=O)N/N=C/C=C/c1ccccc1,3%,-4%,?,-8%,-1%,14%,-3%,1%,0%
N/C(=N\OC(=O)Cc1ccc(-c2ccccc2)cc1)c1cccnc1,3%,-17%,-1%,1%,0%,-18%,-5%,55%[activator],-5%
COc1ccc([C@H]2CC(=O)C=C(c3ccccc3)C2)cc1OC,22%,19%,5%[2.33 µM],-28%,.,.,-9%,13%,-18%
c1ccc(CCc2nc3ccccc3[nH]2)cc1,1%,-11%,5%,-8%,-1%,41%,-1%,13%,1%
CCOc1ccc(NC(=O)CSc2nc3ccccc3c(=O)n2CCC(=O)NC2CCCCC2)cc1,.,-8%[60.1 µM],14%[59 µM],-13%,1%,3%,-10%,-1%,0%
CCOC(=O)N1CCC(N2Cc3cccc(C(=O)Nc4ccc(F)cc4)c3C2=O)CC1,-5%,-4%,4%[0.501 µM],-23%,-9%,-19%,-4%,3%,?
O=C(NCc1cccs1)c1cc(-c2cccs2)on1,17%,-10%,-29%[59 µM],-3%,-3%,55%,-16%,5%[58.9 µM],1%
CC1CC(C)CN(C(=O)CCc2nnc3ccc(N4CCCCC4)nn23)C1 (stereo not given),67%[activator],4%,79µM*,40µM*,-1%,1%,-10%,54%[activator],-22%
CNc1nc(SC(C)C(=O)Nc2ccc(Cl)c(Cl)c2)nc(N2CCOCC2)n1 (stereo not given),-3%,0%,11%,-10%,-4%,1%,-2%,108%[activator],1%
CCOC(=O)Cc1csc(N/N=C\c2cccc(Br)c2)n1,5%,-2%,-27%[0.0925 µM],28µM*,-4%,5%,-17%,126%[activator],-3%
COc1cc(Cl)c(CN2CCC(CO)(CCOc3ccccc3)CC2)cc1OC,21%,8%,32%,-23%,2%,-20%,6%,3%,-6%
COc1ccc(-c2c(C#N)c(SCC(=O)Nc3ccccc3C)nc(C)c2C(=O)Nc2ccc(Cl)cc2)cc1,.,12%,36%[59 µM],-16%,-8%,9%,-18%,12%,39%
CC(C)n1cc(CN2CCC(Oc3ccc(C(=O)N4CCCC4)cc3)CC2)cn1,30%,0%,13%,-2%,-6%,24%,-20%,32%[activator],-7%
CCCOC(=O)C(C)n1c(-c2ccccc2)nc2ccccc2c1=O (stereo not given),-9%,3%,249%[activator],-7%,-8%,5%,-7%,-15%,55%[activator]
CC(=O)c1cc(C(=O)Nc2cc(C)cc(C)c2)c2ccccn12,.,-11%,-29%[59 µM],-6%,-9%,3%,3%,-11%,-1%
COC(=O)c1ccc(CSc2nnc(CNC(=O)COc3ccc(Cl)cc3)o2)o1,3%,6%,11%[12.7 µM],-8%,0%,14%,-15%,?,-27%
c1ccc(-c2cn3c(n2)-c2ccccc2C3)cc1,11%,5%,-2%[59 µM],-14%,6%,-1%,?,15%,?
COc1ccc([C@@H]2[C@@H]3C(=O)N(C(C)(C)C)C(=O)[C@@H]3[C@]3(C)C(=O)N(c4cccc(F)c4)C(=O)N23)cc1,-7%,6%,.,-6%,0%,40%,-12%,-2%,?
COc1cc(NC(=S)NC(=O)c2ccccc2F)ccc1NC(=O)c1cccs1,-12%,2%,-18%,1%,-7%,18%,-4%,?,-29%
CCNc1sc(C(=O)c2cccs2)c(N)c1C#N,-5%,-27%,-41%[12.7 µM],-34%,-3%,24%,-13%,?,-4%
COc1cc(C(=O)NNC(=O)c2ccco2)cc(OC)c1OC,33%[12.4 µM],-11%,22%[59 µM],-2%,-2%,22%,6%,-10%,9%
COc1ccc([C@H]2/C=C\CN(S(=O)(=O)c3ccc(C)cc3)[C@@H](C)C(=O)N2Cc2ccc(F)cc2)cc1,.,10%,.,-11%,.,.,-21%,3%,.
CCOC(=O)C1(Cc2ccccc2C(F)(F)F)CCN(C(C)CCn2cccn2)CC1 (stereo not given),22%,-7%,.,-17%,-19%,-1%,-3%,15%,45µM*
O=C(Oc1c(CN2CCOCC2)cc(Cl)c2cccnc12)c1ccccc1Cl,5%,4%,3%,50µM*,-3%,-7%,-25%,83%[activator],11µM*
O=C(Nc1nc2c(Br)cccc2s1)C1CC1,-5%,-11%,.,49%[activator],-5%,13%,-21%,6%,4%
COc1ccc(/C=C/C(=O)OCCC(C)C)cc1,1%,2%[60.1 µM],86%[activator][59 µM],.,-10%,.,.,.,.
COC(=O)c1ccccc1NC(=O)/C=C/c1cc(OC)c(OC)c(OC)c1,0%,-1%,-23%[12.7 µM],-3%,3%,0%,-28%,11%,28%
Cc1cc(N=Nc2ccc(C)c(N=Nc3cc(C)c(N)cc3N)c2)c(N)cc1N,5%,50µM*,40µM*,50µM*,?,?,-9%,?,40µM*
CC(C)NC(=O)c1ccccc1NC(=O)C(C)Oc1ccccc1 (stereo not given),3%,-22%,13%,-4%,-3%,-19%,3%,146%[activator],-18%
Cn1nnnc1SCC(=O)Nc1nc2c(s1)CCCC2,4%,-1%[60.1 µM],-4%[12.7 µM],-29%,1%,-2%,9%,-18%,8%
CCOC(=O)Cn1c(=O)oc2cc(S(=O)(=O)N(C)Cc3ccco3)ccc21,-2%,-6%,-10%,-15%,-1%,-8%,-20%,34%[activator],-20%
CCc1cccc(NC(=S)N(CCCOC(C)C)C2CCN(C(C)=O)CC2)c1,8%,-9%[60.1 µM],13%,-14%,-3%,1%,10%,15%,-22%
CCn1cc(CN2CCCC(C(=O)Nc3ccc(-c4cscn4)cc3)C2)c(C)n1 (stereo not given),-12%,-10%,8%,-24%,-9%,?,-8%,14%,4%
Cn1c(Oc2cccc(Cl)c2)nc2c1c(=O)n(Cc1ccccc1Cl)c(=O)n2C,.,5%,15%[59 µM],9%,-1%,3%,-10%,-3%,3%
CC1CCC2(CC1)NC(=S)N(C(C)(C)C)N2 (stereo not given),?,-7%,7.1µM*,?,-1%,22%,-12%,12%,-13%
COc1ccc(CNC(=O)N2CCN(S(=O)(=O)c3ccc(C)cc3C)CC2)cc1,22%,-14%,-41%,-15%,-4%,12%,-7%,18%,1%
CC1Cc2ccccc2N1C(=O)C1CCCN(S(=O)(=O)c2cccc3nsnc23)C1 (stereo not given),7%,-10%,-13%,-6%[11.4 µM],-5%,40%,3%,-1%,-38%
Cc1ccc2cc(CCNC(=O)Cc3cccs3)c(=O)[nH]c2c1,3%,-21%,18%,-25%,-1%,1%,-20%,11%,0%
CC(=O)Nc1ccc(NC(=O)C/C(C)=N/NC(=O)c2cccc3ccccc23)cc1,-5%[12.4 µM],-8%,11%[59 µM],-16%,2%,14%,-9%,35%[activator],-1%
Cc1ccn(CC(=O)N2CCCC(N3CCN(c4cccc(Cl)c4)CC3)C2)n1 (stereo not given),9%,-14%,7%[0.0925 µM],-19%,1%,4%,-19%,50%[activator],-5%

# Some of these compounds in order of number of heavy atoms, high to low:
SMILES,APE1 inh,Pol kappa inh,G9a block,JMJD2A Tudor,BLM helicase inh,Pol beta inh,POLH inh,POLI inh,BAZ2B block
COc1ccc(-c2c(C#N)c(SCC(=O)Nc3ccccc3C)nc(C)c2C(=O)Nc2ccc(Cl)cc2)cc1,.,12%,36%[59 µM],-16%,-8%,9%,-18%,12%,39%
COC(=O)c1ccc(CSc2nnc(CNC(=O)COc3ccc(Cl)cc3)o2)o1,3%,6%,11%[12.7 µM],-8%,0%,14%,-15%,?,-27%
O=C(NCc1cccs1)c1cc(-c2cccs2)on1,17%,-10%,-29%[59 µM],-3%,-3%,55%,-16%,5%[58.9 µM],1%

# Limited to Pol kappa inh, POLI inh and G9a block (5 entries from above):
Structure	Pol kappa inh	POLI inh	G9a block
O=C(NCc1cccs1)c1cc(-c2cccs2)on1	-10%	5%[58.9 µM]	-29%[59 µM]
CC1CC(C)CN(C(=O)CCc2nnc3ccc(N4CCCCC4)nn23)C1 (stereo not given)	4%	54%[activator]	79µM*
CNc1nc(SC(C)C(=O)Nc2ccc(Cl)c(Cl)c2)nc(N2CCOCC2)n1 (stereo not given)	0%	108%[activator]	11%
CCOC(=O)Cc1csc(N/N=C\c2cccc(Br)c2)n1	-2%	126%[activator]	-27%[0.0925 µM]
COc1cc(Cl)c(CN2CCC(CO)(CCOc3ccccc3)CC2)cc1OC	8%	3%	32%

# Continuation.
SMILES,APE1 inh,Pol kappa inh,G9a block,JMJD2A Tudor,BLM helicase inh,Pol beta inh,POLH inh,POLI inh,BAZ2B block
COc1ccc(S(=O)(=O)NCCC(=O)NCc2ccc(F)cc2)cc1,0%,0%,6%,-7%,-2%,-12%,-12%,-1%,1%
Cc1ccc(CSCCC(=O)NCCC2=CCCCC2)cc1,-2%,-6%,51%[59 µM],-8%,-4%,-18%,-14%,-10%,4%
CC(C)CC(NC=C1C(=O)OC(C)(C)OC1=O)C(=O)O (stereo not given),-8%,-7%,-14%[59 µM],?,0%,18%,-6%,9%,10%
O=C(Nc1cccc(C(F)(F)F)c1)Nc1ccc(N2CCCC2)c(S(=O)(=O)Nc2ccccc2Cl)c1,5%,-3%,?,-29%,-13%,12%,-14%,97%[activator],-8%
CC(=O)c1c(C)n(-c2ccc(C)cc2C)c2ccc(O)cc12,0%,-26%,-4%[12.7 µM],-15%,-5%,2%,-1%,-6%,-6%
O=C1OC[C@@H]2CCCN2C(=O)[C@@H](CC(=O)N(CCO)Cc2ccccc2)C/C=C\C[C@H]1Cc1ccc(F)cc1,-1%,-5%,.,-17%,.,.,-13%,18%,.
Cc1cccn2cc(-c3ccc(Cl)cc3)nc12,-4%,-7%,-24%,-2%,3%,-2%,-12%,-2%,-22%
CN(C)/C=N/C(=S)Nc1ccc(Cl)cc1Cl,-4%,3%,-21%[59 µM],-27%,-7%,-29%,-18%,27%,-22%
CCOC(=O)c1c(N2C(=O)C3C4C=CC(C4)C3C2=O)sc2c1CCC(C)C2 (stereo not given),2%,3%,1%[59 µM],-1%,-11%,-1%,-3%,10%,-5%
O=C(c1ccc(-c2cccc(C(F)(F)F)c2)o1)N1CCOCC1,3%,0%,?,0%,-2%,2%,-25%,11%,0%
COc1ccc(C)cc1NC(=O)C(OC(=O)c1ccc(Cl)c(S(=O)(=O)N(C)c2ccccc2)c1)c1ccccc1 (stereo not given),5%,-6%,?,-12%,1%,-13%,-10%,35%[activator],10%
O=C(c1cccc([N+](=O)[O-])c1)N1CCN(c2ccc(Cl)cc2)CC1,-2%,-1%,?,-28%,-8%,-1%,-24%,25%,?
CC(C)CNC(=S)N(CCCN(C)C)Cc1cc2cc3c(cc2[nH]c1=O)OCCO3,1%,-1%,17%[0.501 µM],-21%,-8%,-1%,-1%,5%,2%

# Screening data from PubChem BioAssay.
